# 14-3-3 Bad PPI: inhibitors of 14-3-3 zeta/Bad binding, primary screen, biochemical, TR-FRET, bovine 14-3-3 zeta | 220,000 tested, 0.71% active | inhibition, % at 21.7 µM | AID 781, 2007 | TR-FRET 14-3-3zeta/Dy647-pBad peptide displacement, 1 h;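 active means inhibition above about 70%, limit read from the data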;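 further: 0% = full 14-3-3 plus peptide FRET controls and 100% = background without 14-3-3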
# p97 inhibitor: inhibitors of human p97 ATPase, primary screen, biochemical; recombinant p97 ATPase, Kinase-Glo ATP luminescence, 3 h; inhibition, % at 8 µM; 220,000 tested, 0.42% active; AID 1481, 2009; in the data active means inhibition above about 15%;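 further: 0% = DMSO vehicle and 100% = wells lacking enzyme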
# FXIa inh 1536: human FXIa protease inhibitors, primary screen, biochemical, 1536-well | inhibition, % at 5 µM | purified FXIa, Boc-Glu-Ala-Arg-AMC fluorogenic substrate | AID 798, 2007 | 220,000 tested, 0.14% active;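 active means inhibition of at least 40%; inactive means inhibition below 40%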;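 further: fluorescence of freed AMC excited at 355 nm; 0% = enzyme without compound and 100% = no enzyme blank; many of its hits are not listed in these tables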
# Rad51 HR inh: human RAD51 strand exchange inhibitors, primary screen, biochemical, fluorescence. DNA repair protein RAD51 homolog 1 (Homo sapiens), Q06609. hRad51 DNA strand exchange, fluorescence dequenching. inhibition, % at 10 µM. 200,000 tested, 0.085% active. AID 1385, 2008;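 active means inhibition above 40% at the single screening dose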;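 further: 0% = DMSO control wells and 100% = blanks with heterologous ssDNA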
#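 System: hRad51 filaments on single-stranded DNA; reagent: Fluorescein- and BHQ1-tagged 47-mer duplex; compound dosing: one concentration, 10 µM final; timing: filaments 15 min 37 °C, then compound 30 min; measured by: fluorescein emission 520 nm, excitation 485 nm; benchmarks: per-plate controls and blanks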
# MDM2 E3 inh: MDM2-luciferase reporter signal enhancers, primary screen, MDM2 E3 ligase inhibitor project, cell-based, luminescence, 1536-well. E3 ubiquitin-protein ligase Mdm2 (Homo sapiens), Q00987. cell-based MDM2 ubiquitination luciferase reporter, 2 h; 0 = plate control, 100 = twice control, blank-subtracted. signal enhancement, % at 5 µM. 210,000 tested, 0.11% active. AID 1230, 2008;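 active means signal enhancement of 30% or more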;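 further: luminescence tracks abundance of the self-degrading MDM2-luciferase fusion protein; higher signal means inhibition of MDM2 E3 ligase activity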
# Target sequence (Q00987 whole entry, looked up, the tested form may be a part): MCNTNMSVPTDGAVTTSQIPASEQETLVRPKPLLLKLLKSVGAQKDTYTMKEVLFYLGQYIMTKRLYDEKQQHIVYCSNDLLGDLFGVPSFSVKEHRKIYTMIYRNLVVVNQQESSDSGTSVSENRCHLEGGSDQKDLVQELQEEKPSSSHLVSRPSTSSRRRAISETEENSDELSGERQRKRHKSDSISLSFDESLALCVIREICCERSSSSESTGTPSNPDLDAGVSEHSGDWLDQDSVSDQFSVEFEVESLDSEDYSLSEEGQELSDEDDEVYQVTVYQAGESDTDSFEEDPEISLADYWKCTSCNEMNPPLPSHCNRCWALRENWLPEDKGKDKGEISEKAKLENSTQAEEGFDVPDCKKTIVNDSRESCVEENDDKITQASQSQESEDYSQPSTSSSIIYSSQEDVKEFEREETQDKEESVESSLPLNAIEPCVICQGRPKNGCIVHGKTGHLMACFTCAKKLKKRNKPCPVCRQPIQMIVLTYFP
#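 Buffer or medium: Cells held in DMEM | Assay system: Stable mammalian line carrying autodegrading MDM2–luciferase fusion reporter | Quantity: 2000 cells/well | Times: 4 h settle plus 2 h compound, 37 °C | Doses: One concentration, 5 µM, with 0.2% DMSO | Technique: Luminescence with SteadyLite reagent, 15 min at room temperature | Benchmarks: Plate controls and plate blanks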
# eIF4E-4G inh: eIF4E–eIF4G protein interaction inhibitors, primary screen, biochemical, uHTS, TR-FRET, eIF4GI fragment; 220,000 tested, 0.37% active; TR-FRET eIF4E-eIF4GI(517-606) binding, 2 h; Eukaryotic translation initiation factor 4E (Mus musculus) + Eukaryotic translation …; inhibition, % at 21.7 µM;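 active means inhibition above about 30%, limit read from the data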;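 further: 0% = full FRET control wells and 100% = background wells lacking eIF4GI fragment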
# Wee1 stabilizer: Wee1 degradation inhibitors, primary screen, cell-based, HeLa, Wee1K328M-luciferase, luminescence; reporter increase, % at 5 µM; AID 1321, 2008; Wee1-like protein kinase (Homo sapiens), P30291; HeLa Luc-Wee1K328M stability; 100% = proteasome inhibitor MG132 effect; 220,000 tested, 1.2% active;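 active means activation above the mean of all tested compounds plus 3 SD, set per screening run, cut at about 8.8% in these data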;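 further: cells exposed to compound for 20 h before luminescence read; 0% = DMSO alone and 100% = MG132 at 30 µM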
# KLK5 inh: human KLK5 protease inhibitors, primary screen, biochemical, 1536-well; Kallikrein-5 (Homo sapiens), Q9Y337; recombinant hK5, fluorogenic AMC substrate cleavage; inhibition, % at 5 µM; 210,000 tested, 0.59% active; AID 873, 2007;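 active means inhibition of 40% or more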;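 further: 0% = enzyme controls without compound and 100% = no-enzyme blanks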
# FXIIa inh 1536: human FXIIa protease inhibitors, primary screen, biochemical, 1536-well. Coagulation factor XII (Homo sapiens), P00748. purified FXIIa, Boc-QGR-AMC fluorogenic substrate, 2 h. inhibition, % at 5 µM. 220,000 tested, 0.3% active. AID 800, 2007; in the data active means inhibition above about 40%;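 further: 0% = enzyme with no compound and 100% = blank without enzyme; many of its hits are not listed in these tables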
# Target sequence (P00748 20-372 limits assumed): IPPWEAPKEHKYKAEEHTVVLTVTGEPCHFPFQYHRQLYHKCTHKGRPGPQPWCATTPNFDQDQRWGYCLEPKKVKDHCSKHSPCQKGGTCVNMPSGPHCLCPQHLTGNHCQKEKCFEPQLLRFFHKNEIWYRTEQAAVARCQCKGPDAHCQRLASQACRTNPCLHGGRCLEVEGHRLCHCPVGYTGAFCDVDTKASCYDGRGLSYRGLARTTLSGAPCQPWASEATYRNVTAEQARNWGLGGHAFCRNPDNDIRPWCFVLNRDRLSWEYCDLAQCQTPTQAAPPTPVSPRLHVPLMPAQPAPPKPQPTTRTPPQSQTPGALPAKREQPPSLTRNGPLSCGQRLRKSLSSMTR
# Target sequence (P00748 373-615 limits assumed): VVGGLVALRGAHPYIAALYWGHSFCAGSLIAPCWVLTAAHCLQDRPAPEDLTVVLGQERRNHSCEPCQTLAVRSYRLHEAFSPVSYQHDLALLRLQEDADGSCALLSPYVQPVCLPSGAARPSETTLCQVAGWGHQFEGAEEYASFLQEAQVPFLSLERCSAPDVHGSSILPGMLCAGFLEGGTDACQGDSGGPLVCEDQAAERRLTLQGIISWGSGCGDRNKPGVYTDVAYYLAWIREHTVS
# Starred values were filed as active, the others as inactive; x = no result given; [ ] = remark or other dose.
SMILES,14-3-3 Bad PPI,p97 inhibitor,FXIa inh 1536,Rad51 HR inh,MDM2 E3 inh,eIF4E-4G inh,Wee1 stabilizer,KLK5 inh,FXIIa inh 1536
CCCNc1cc(C)c(C#N)c2nc3ccccc3n12,-3,-7,-8,-16,0,0[fluorescence artefact?],2,-37,-3
N#Cc1c(NC(=O)c2cccc(S(=O)(=O)Nc3ccc(C(=O)O)cc3)c2)sc2c1CCCC2,6,1,5,x,-5,7,4,2,10
O=C(CSc1nc2ccccc2c(=O)n1-c1ccc(F)cc1)Nc1ccc(N2CCOCC2)cc1,-11,-5,-7,-2,-6,6[fluorescence artefact?],0,-2,1
O=C(NNS(=O)(=O)c1ccc(Br)cc1)c1ccncc1,-11[fluorescence artefact?],3,-7,1,-9,4[fluorescence artefact?],0,-15,3
COc1cc(C(=O)NCc2cc(C)nc3ccccc23)cc(OC)c1OC,-9,5,7,9,2,-3,4,-2,4
O=C(Nc1ccc(O)c(-c2nc3ccccc3s2)c1)c1cccs1,-20[fluorescence artefact?],10,11,0,-3,24[fluorescence artefact?],2,-11,7
N#C/C(=C\c1cn[nH]c1-c1ccccc1)C(=O)NC1CCCCCC1,-7,0,0,-2,-2,1,-1,-7,8
CC(=O)c1sc2nc(-c3ccc(C)cc3)c3c(c2c1N)CCCC3,-2,-2,-6,2,-18,0,0,-19,2
Cc1occc1C(=O)NN1C(=O)C2C3CCC(O3)C2C1=O (stereo not drawn),3[fluorescence artefact?],-1,8,4,2,7,-3,-21,4
CCN(CCNS(=O)(=O)c1ccc2c(c1)oc(=O)n2C)c1ccccc1,-12,-6,-2,-13,-21,6,-1,42*,6
Clc1ccc(-c2ccc(C=Nc3ccc(N4CCOCC4)cc3)o2)cc1,-10,3,4,-3,12,13,0,-9,11
COc1cc(C(=O)NCC(=O)OCC(=O)N2CCc3ccccc32)cc(OC)c1OC,2,7,-3,0,4,0,2,3,10
CC12CN3CC(C)(CN(C1)C3c1c[nH]c3ccccc13)C2=O (stereo not drawn),-8,1,-2,-3,-3,2,2,-1,10
CCOC(=O)c1c(O)c2ccccc2n(C)c1=O,-6,-1,-5,1,-6,1,-1,-1,4
O=c1cc(-c2ccccc2)nc2nc(CCc3ccccc3)[nH]n12,1,5,5,7,12,0,-2,-4,-10
O=S(=O)(c1cnc(Cl)c(Cl)c1)N1CCc2ccccc21,3,-5,-11,-11,-15,-9,-4,13,1
O=C(NCc1ccccn1)c1cc2c(ccc3ccccc32)oc1=O,-3,0,-14,29,-17,3,-2,-21,-7
Cc1ccc(S(=O)(=O)N/N=c2\sc3ccccc3n2C)cc1,9,5,5,-11,5,0[fluorescence artefact?],-1,-1,4
COc1ccc(C(=O)Nc2cnc3ccccn3c2=O)cc1,-10,4,-2,7,-6,0,6,-4,9
COc1ccc(C(=O)N2CCNC(=O)C2CC(=O)Nc2ccc(C)cc2)cc1 (stereo not drawn),-6,-3,-1,1,-23,-5,2,-13,4
CC(C)CCOc1cccc(OCC(=O)N(C)C2CCS(=O)(=O)C2)c1 (stereo not drawn),-6,1,-1,-39,-14,8,-1,-23,11
O=C(O)C1CCCCC1C(=O)NCCc1c[nH]c2ccccc12 (stereo not drawn),-2,4,5,-7,-34,2,-1,-7,12
O=C(O)C1CCCCC1C(=O)Nc1cc(C(F)(F)F)ccc1Cl (stereo not drawn),-19,5,0,28,4,-1,-3,9,10
Cc1ccc2c(c1)N1C(=O)c3ccccc3C1C1=C(CC(C)(C)CC1=O)N2 (stereo not drawn),-4[fluorescence artefact?],-1,11,3,-14,0,3,-5,14
CNC(=O)c1cc(S(=O)(=O)N(C)C)ccc1Cl,60,3,2,-2,-3,5[fluorescence artefact?],2,-25,19
COc1ccc(S(=O)(=O)N2CCOCC2)cc1N=Nc1sc(N)nc1-c1ccccc1,8[fluorescence artefact?],-1,1,1,-13,-2[fluorescence artefact?],4,7,9
Oc1ccc(-c2nc3ccccc3s2)c(O)c1,8,17*,-6,11,-10,1,-1,1,13
Cc1ccc(NC2=NC(c3ccc(F)cc3)n3c(nc(C)cc3=O)N2)c(C)c1 (stereo not drawn),1,4,1,9,-17,-1,4,2,4
CC(NC(=O)c1ccco1)C(=O)OCc1cccc(Cl)c1 (stereo not drawn),11,4,-1,-5,-12,0,-1,-23,-5
COC(=O)c1c(NC(=O)CSc2nnnn2-c2ccc3c(c2)OCO3)sc(C)c1C,5,5,-8,-6,-7,5,1,-18,6

# Structures listed so far marked active in p97 inhibitor:
SMILES,14-3-3 Bad PPI,p97 inhibitor,FXIa inh 1536,Rad51 HR inh,MDM2 E3 inh,eIF4E-4G inh,Wee1 stabilizer,KLK5 inh,FXIIa inh 1536
Oc1ccc(-c2nc3ccccc3s2)c(O)c1,8,17*,-6,11,-10,1,-1,1,13

# Two entries from above in a different format:
14-3-3 Bad PPI	p97 inhibitor	FXIa inh 1536	Rad51 HR inh	MDM2 E3 inh	eIF4E-4G inh	Wee1 stabilizer	KLK5 inh	FXIIa inh 1536	structure
3	-5	-11	-11	-15	-9	-4	13	1	O=S(=O)(c1cnc(Cl)c(Cl)c1)N1CCc2ccccc21
-3	0	-14	29	-17	3	-2	-21	-7	O=C(NCc1ccccn1)c1cc2c(ccc3ccccc32)oc1=O

# Reprinted at random: 2 entries already listed
SMILES,14-3-3 Bad PPI,p97 inhibitor,FXIa inh 1536,Rad51 HR inh,MDM2 E3 inh,eIF4E-4G inh,Wee1 stabilizer,KLK5 inh,FXIIa inh 1536
O=C(Nc1ccc(O)c(-c2nc3ccccc3s2)c1)c1cccs1,-20[fluorescence artefact?],10,11,0,-3,24[fluorescence artefact?],2,-11,7
COC(=O)c1c(NC(=O)CSc2nnnn2-c2ccc3c(c2)OCO3)sc(C)c1C,5,5,-8,-6,-7,5,1,-18,6

# Next part.
SMILES,14-3-3 Bad PPI,p97 inhibitor,FXIa inh 1536,Rad51 HR inh,MDM2 E3 inh,eIF4E-4G inh,Wee1 stabilizer,KLK5 inh,FXIIa inh 1536
Cc1nnc(NC(=O)CSc2ccc([N+](=O)[O-])cn2)s1,8,2,-6,x,-12,7,0,-4,3
Cc1cc(N(C)C)cc(C)[n+]1[O-],2,2,8,9,-5,-1[fluorescence artefact?],5,1,16
CC(=O)Nc1cc(NC(=O)CCCC(=O)O)ccc1Cl,-12,5,0,-1,-13,-4,-2,-13,6
O=C1/C(=C/c2cccc(Br)c2)SC(=S)N1/N=C/c1cc([N+](=O)[O-])ccc1O,-1,-2,-2,0,-10,-1,1,-3,7
COc1ccc(NC(=O)C(C)N2C(=O)c3ccccc3C2=O)cc1S(=O)(=O)N1CCOCC1 (stereo not drawn),0,4,-7,-14,-4,3,-1,-15,-3
O=C(c1c(F)cccc1F)N(Cc1ccccn1)C1CC1,41,2,-16,3,-9,5[fluorescence artefact?],2,7,12
CCOC(=O)c1[nH]c2ccc(OC)cc2c1NS(=O)(=O)c1ccc(Cl)s1,4[fluorescence artefact?],1,29,x,3,9,1,8,16
O=C1OCC2OC(O)C(O)C(O)C2OC(=O)c2cc(O)c(O)c(O)c2-c2c(O)c(O)c3oc(=O)c4c(c(O)c(O)c5oc(=O)c2c3c54)-c2c1cc(O)c(O)c2O (stereo not drawn),75*,x,59*,68*,3,34*,x,23,-3
CC(c1ccco1)N(C(=O)COc1ccccc1[N+](=O)[O-])c1ccccn1 (stereo not drawn),12,-1,-6,9,-17,-5,-2,-4,9
COCCN1Cc2cccc(C(=O)Nc3cccc(C)c3C)c2C1=O,-1,-2,0,2,-6,1,1,-4,16
COc1ccc(OC)c(Nc2nc3nonc3nc2N2CCCC(C)C2)c1 (stereo not drawn),-17,2,5,-6,2,2,-1,-20,9
CCCCOc1ccc(CSc2nnc(C)n2N)cc1[N+](=O)[O-],-1,1,4,-10,-6,0,-1,1,16
Cc1nc(NNC(=O)c2ccc([N+](=O)[O-])cc2)cc(-c2ccccc2)n1,-7,-3,-17,x,-23,5,-1,-74,-2
COc1ccc(NC(=O)C2CC(=O)n3ncnc3N2)cc1 (stereo not drawn),4,5,18,1,-17,3,1,4,23
c1ccc(-c2nc3c4ccccc4ccn3c2CN2CCCCC2)cc1,-3,-6,-1,-3,-8,-2,-4,1,6
O=C(Nc1nnc(Cc2ccc(Cl)cc2)s1)c1cccnc1,-14,6,0,-8,-9,-1,2,6,8
O=C(c1ccc(S(=O)(=O)N2CCCCCC2)cc1)N1CCN(c2ccccn2)CC1,-19,2,2,-1,-2,6,-1,1,1
CN1C(=O)C2(Oc3ccccc3C3CC(c4ccccc4)=NN32)c2ccccc21 (stereo not drawn),14,-1,-2,-18,-2,-5,0,5,9
O=C(NN1CCOCC1)C12CC3CC(CC(C3)C1)C2,-21,-1,5,-6,1,5[fluorescence artefact?],-1,-12,14
COc1ccc(C(=O)OCCNC(=O)c2c(Cl)nc3ccccn23)cc1,1,2,0,-4,2,1,-3,-3,18
Cc1ccc(S(=O)(=O)NC(CC(C)C)C(=O)Oc2ccc3c4c(c(=O)oc3c2)CCC4)cc1 (stereo not drawn),-1,3,17,x,-14,-7,0,-45,26
C=C(C)Cc1c(C)nc(-c2ccccc2)[nH]c1=O,6[fluorescence artefact?],4,4,-2,-4,-1[fluorescence artefact?],0,-17,10
CCc1ccc2c(c1)C1(SC(NC(C)=O)=NN1C(C)=O)C(=O)N2C(C)C (stereo not drawn),-3,2,-10,2,-24,-9,-2,-5,1
N#C/C(=C\C=C\c1ccccc1[N+](=O)[O-])c1nc(-c2ccc3c(c2)OCO3)cs1,-2,4,-5,-3,11,-2,4,2,-5
COc1ccc(Cc2nnc(SCC(=O)c3ccccc3)o2)cc1,-6,-1,-9,4,-4,-6,0,7,7
O=[N+]([O-])c1cccc(-c2ccc3nnc(SCc4ccccn4)n3n2)c1,-10,6,-3,7,1,5,2,-3,3
Cn1c(N)c(C(=O)COC(=O)C2(c3ccc(Cl)cc3)CCCC2)c(=O)n(C)c1=O,-1,1,-7,2,-14,-1,-2,1,4
CCCCC1=CC2=CC(=O)C(C)(OC(=O)CCc3ccccc3)C(=O)C2=CO1 (stereo not drawn),5,x,4,-11,-2,7,x,2,12
O=S(=O)(c1ccccc1)N1CCN=C1SCc1ccc(Cl)cc1,-6,0,-3,4,14,1,4,0,8
CCC(=O)N(Cc1cc2cc(OC)ccc2[nH]c1=O)c1ccccc1C,29,1,-11,1,-16,6,2,-22,-8
CCOc1ccc(C2CC(=O)NC(SCC(=O)OC)=C2C#N)cc1 (stereo not drawn),3,1,-15,-11,-8,-5,-2,-6,-3
CCN(c1ccccc1)c1cc(C)nc2ncnn12,2,-3,-5,5,-7,1,0,6,6

# Screening results deposited in PubChem by several laboratories.
